PAFAH1B2 inh = inhibitors of human PAFAH1B2; recombinant PAFAH1B2, FP-rhodamine activity probe, fluorescence polarization; inhibition, % at 3.39 µM; 340,000 tested, 1.2% active;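 active means inhibition above the mean of all tested compounds plus 3 SD, cut at about 24% in these data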;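 further: 0% = enzyme with DMSO and 100% = wells lacking PAFAH1B2; many of its hits are not listed in these tables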
Target sequence (P68402 whole entry, looked up): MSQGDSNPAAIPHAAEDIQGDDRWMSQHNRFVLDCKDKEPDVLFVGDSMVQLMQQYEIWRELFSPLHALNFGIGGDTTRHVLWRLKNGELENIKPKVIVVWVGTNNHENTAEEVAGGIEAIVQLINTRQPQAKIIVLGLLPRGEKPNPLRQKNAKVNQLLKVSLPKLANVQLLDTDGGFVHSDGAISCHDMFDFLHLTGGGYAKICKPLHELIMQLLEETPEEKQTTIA
LYPLA1 inh = LYPLA1 (human) inhibition in PME1 counter-screen. 320,000 tested, 0.16% active. O75608. AID 2174. recombinant LYPLA1, FP-Rh probe fluorescence polarization. inhibition, % at 5.9 µM;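 active means inhibition above the mean of all tested compounds plus 3 SD, set per campaign, cut at about 14% in these data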;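 further: inhibitors block serine hydrolase probe labeling of LYPLA1 so polarization falls; 0% = enzyme with DMSO and 100% = wells lacking LYPLA1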
LYPLA2 inh = blocks human lysophospholipase 2, a PME1 counter-screen; O95372; recombinant LYPLA2, FP-Rh probe fluorescence polarization; inhibition, % at 5.9 µM; 320,000 tested, 0.38% active;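 active means inhibition above the screen-wide mean plus 3 SD, limit set per campaign, cut at about 26% in these data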;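 further: 0% = LYPLA2 with DMSO and 100% = wells lacking LYPLA2 enzyme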
PAFAH2 FP inh = inhibitors of human PAFAH2; Q99487; recombinant PAFAH2, FP-rhodamine activity probe, fluorescence polarization; inhibition, % at 3.39 µM; 340,000 tested, 0.99% active; AID 492956;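 active means inhibition above the mean over all tested compounds plus 3 SD, cut at about 30% in these data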;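 further: inhibitors block probe labeling of enzyme so polarization drops; 0% = enzyme with DMSO and 100% = wells lacking PAFAH2 protein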
EBNA-1 inh = blocks EBNA-1 binding to DNA; EBNA-1 DNA binding, fluorescence polarization; inhibition, % at 14.8 µM; 300,000 tested, 0.34% active; AID 1950; in the data active means inhibition above about 28%
PAFAH1B3 FP inh = inhibitors of human PAFAH1B3 | Q15102 | recombinant PAFAH1B3, FP-rhodamine probe, fluorescence polarization | inhibition, % at 3.39 µM | 340,000 tested, 0.28% active | AID 492972;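 active means inhibition above the screen-wide average of all tested compounds plus 3 SD, cut at about 25% in these data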;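 further: 0% = enzyme with DMSO only and 100% = wells lacking PAFAH1B3 protein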
PREPL inhibitor = inhibitors of human prolyl oligopeptidase-like enzyme PREPL; recombinant PREPL, fluorescence polarization activity-based probe; Q4J6C6; inhibition, % at 5.96 µM; 320,000 tested, 0.68% active; in the data active means inhibition above about 43%;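 further: 0% = enzyme with DMSO and 100% = wells lacking enzyme; many of its hits are not listed in these tables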
ZTA counter = ZTA (EBV) inhibition in EBNA-1 counter-screen | P03206 | ZTA-DNA binding, fluorescence polarization | inhibition, % at 11 µM | 320,000 tested, 0.15% active | AID 2234; in the data active means inhibition above about 33%
Target sequence (P03206 whole entry, looked up): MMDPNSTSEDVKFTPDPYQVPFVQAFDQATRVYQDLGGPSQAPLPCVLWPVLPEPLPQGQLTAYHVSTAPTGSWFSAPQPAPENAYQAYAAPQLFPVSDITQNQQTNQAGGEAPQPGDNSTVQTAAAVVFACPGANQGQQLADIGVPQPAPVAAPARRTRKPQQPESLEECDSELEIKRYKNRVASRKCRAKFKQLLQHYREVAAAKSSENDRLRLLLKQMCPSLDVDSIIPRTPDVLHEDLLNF
pPAFAH inh = inhibitors of human plasma PAF acetylhydrolase (pPAFAH); recombinant pPAFAH, FP-rhodamine probe fluorescence polarization; Q13093; 330,000 tested, 1.5% active; inhibition, % at 3.39 µM;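 active means inhibition above the mean inhibition across the screen plus 3 SD, cut at about 25% in these data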;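 further: inhibitors block binding of the rhodamine activity-based probe so polarization drops; 0% = enzyme with DMSO and 100% = wells lacking pPAFAH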
Target sequence (Q13093 whole entry, looked up): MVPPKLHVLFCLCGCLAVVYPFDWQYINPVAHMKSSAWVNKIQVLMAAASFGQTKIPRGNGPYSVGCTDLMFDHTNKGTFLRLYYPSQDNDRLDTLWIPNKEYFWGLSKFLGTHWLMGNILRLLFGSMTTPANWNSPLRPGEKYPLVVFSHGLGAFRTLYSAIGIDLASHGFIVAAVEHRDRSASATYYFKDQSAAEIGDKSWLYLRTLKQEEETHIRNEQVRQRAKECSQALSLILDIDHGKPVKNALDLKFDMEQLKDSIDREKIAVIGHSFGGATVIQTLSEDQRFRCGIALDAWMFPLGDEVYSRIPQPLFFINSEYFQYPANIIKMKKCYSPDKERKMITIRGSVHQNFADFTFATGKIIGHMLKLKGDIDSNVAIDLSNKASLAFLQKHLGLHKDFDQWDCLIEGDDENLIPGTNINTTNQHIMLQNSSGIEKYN
* hit, by the source's call; . = no result given. Not all compounds are listed. The share of hits here may be higher or lower than overall.

SMILES	PAFAH1B2 inh	LYPLA1 inh	LYPLA2 inh	PAFAH2 FP inh	EBNA-1 inh	PAFAH1B3 FP inh	PREPL inhibitor	ZTA counter	pPAFAH inh
CCN(CC(=O)Nc1c(F)cccc1F)C(=O)c1cc2ccccc2oc1=O	-7	0	-3	2	1	1	13	-24	-2
O=c1c(-c2ccccc2)c(-c2ccccc2)oc2cc(O)cc(O)c12	22	-5	-7	4	-13	8	8	-1	1
COc1cc(-c2csc(C)n2)ccc1O	3	0	-2	5	-5	-2	5	-5	2
CCOC(=O)C1=CC[C@@H](c2cc3ccc(OC)cc3n2C)N(S(=O)(=O)c2ccc(C)cc2)[C@H]1C(=O)OCC	5	-1	-3	-3	.	16	-3	6	2
CCCNC(=O)c1ccc(S(=O)(=O)c2ccc(OC)cc2)c([N+](=O)[O-])c1	1	-1	-8	4	7	0	-4	11	5
CCOC(=O)C1CCN(C(=O)Cn2cnc3sc(C)c(S(=O)(=O)N4CCC(C)CC4)c3c2=O)CC1	-1	3	-1	5	15	2	2	24	3
O=C(CN1CCCc2ccccc21)NCc1ccc2c(c1)OCO2	0	4	6	-3	-7	5	15	-18	3
CCc1ccccc1NC(=O)c1ccc(-c2csc(C)n2)cc1	6	0	3	7	1	11	-14	-11	0
CC(C)NC(=O)Cn1c(SCC(=O)N2CCCc3ccccc32)nc2ccccc21	6	-5	-1	4	2	-3	4	-9	-2
O=C1CC(c2ccccc2)=NN1c1ccc([N+](=O)[O-])cc1	1	-9	-1	11	4	8	8	5	13
Cc1ccc(NC(=O)c2n[nH]c(=O)c3ccccc23)cc1S(=O)(=O)N1CCOCC1	1	.	.	5	.	7	15	.	2
CC(C)(C)c1ccc(/C=N/NC(=S)NC2CCCCC2)cc1	4	-5	0	2	4	0	12	-21	4
CC(O)CNCc1ccc(-c2ccccc2)cc1 (stereo unspecified)	3	0	-1	1	-10	7	14	3	2
CCc1cc2c(=O)[nH]c(Cc3ccccc3)nc2s1	4	1	0	5	5	-1	-5	10	-6
C/C=N\NC(=O)CNC(=O)CNC(=O)c1ccccc1	3	-4	0	4	1	9	2	4	2
CC(=O)c1cccc(NC(=O)CN(c2ccc(C)cc2)S(=O)(=O)c2cccc3nonc23)c1	-1	-10	-10	-1	-5	-2	0	14	-5
C=CCN(CC=C)c1nc2ccccc2nc1C(C#N)C(=O)OCCOC (stereo unspecified)	-4	-5	-7	-7	1	-2	-6	2	2
N#Cc1ccc(C2N=C(c3ccccc3)NO2)cc1 (stereo unspecified)	10	0	-2	1	-14	2	2	-10	-4
COc1cccc(C(=O)Nc2ccccc2NC(=O)c2cccc(OC)c2)c1	1	-2	-2	-2	8	8	-7	2	2
O=C(Cn1nc(CNc2ccc(Br)cc2)[n+]2c1CCCCC2)c1ccc([N+](=O)[O-])cc1	-3	-3	5	0	-1	2	62*	-3	4
Cc1cc(NC(=O)Nc2ccc(Cl)c(Cl)c2)no1	4	-7	-6	-4	-9	-2	15	-9	-8
Cc1cc(=O)c2cc(Br)ccc2[nH]1	-3	1	4	-18	-2	-2	0	-12	6
O=C(COc1ccccc1)Nc1ccc2oc(=O)ccc2c1	-2	3	5	10	-6	2	10	-17	0
CN(C)S(=O)(=O)c1ccc(C(=O)NCc2ccccc2)cc1	2	-4	-2	8	-1	6	6	11	4
CCOCCCn1cnc2c(c1=O)c1nc3ccccc3nc1n2-c1ccc(C)cc1	5	-1	-2	8	-8	-9	9	6	-9
CCOC(=O)N1CCN(S(=O)(=O)c2c(C)[nH]c(=O)[nH]c2=O)CC1	3	-5	1	-7	0	2	-10	-4	-6
NC(=O)c1ccc(Br)c(S(=O)(=O)N2CCCCC2)c1	8	-2	-3	7	13	7	11	14	5
CCOC(=O)C1=C(CC)Nc2ccccc2N=C1NC(=O)CCNC(C)=O	-3	0	-4	-5	2	1	10	1	4
CCOc1ccc(C(=O)Nc2ccccc2-c2ccccc2)cc1Cl	-4	0	-7	-2	4	6	-4	-16	0
CCn1c(SCC(=O)O)nnc1C1CCCCC1	4	3	12	-1	-3	4	10	-3	5

3 entries drawn at random from those above, as already listed:
SMILES	PAFAH1B2 inh	LYPLA1 inh	LYPLA2 inh	PAFAH2 FP inh	EBNA-1 inh	PAFAH1B3 FP inh	PREPL inhibitor	ZTA counter	pPAFAH inh
COc1cccc(C(=O)Nc2ccccc2NC(=O)c2cccc(OC)c2)c1	1	-2	-2	-2	8	8	-7	2	2
CCOCCCn1cnc2c(c1=O)c1nc3ccccc3nc1n2-c1ccc(C)cc1	5	-1	-2	8	-8	-9	9	6	-9
O=C(CN1CCCc2ccccc21)NCc1ccc2c(c1)OCO2	0	4	6	-3	-7	5	15	-18	3

Continuation.
SMILES	PAFAH1B2 inh	LYPLA1 inh	LYPLA2 inh	PAFAH2 FP inh	EBNA-1 inh	PAFAH1B3 FP inh	PREPL inhibitor	ZTA counter	pPAFAH inh
O=C(CCC(=O)c1ccc(F)cc1)Nc1cc(Cl)cc(Cl)c1	3	-5	-10	-4	0	2	-9	0	-2
COCCN1CCC(CNCc2c(C(=O)N3CCCCC3)nc3c(C)cccn23)C1 (stereo unspecified)	1	2	-2	-3	7	6	5	12	3
CCOC(=O)c1cc(C)n(-c2c(C)n(C)n(-c3ccccc3)c2=O)c1C	-2	2	9	-2	-2	6	4	1	3
CCOC(=O)N1CCN(CC(O)c2c[nH]c3ccccc23)CC1 (stereo unspecified)	6	-4	-5	-7	12	9	-4	16	4
CCN(c1ccccc1)S(=O)(=O)c1ccc(Cl)c(C(=O)N2CCCC2)c1	4	1	4	6	.	6	3	-18	3
O=C(Cn1c(=O)oc2ccccc21)Nc1n[nH]c(=S)s1	10	-5	-17	-2	-7	6	2	6	-6
Cc1coc2cc3oc(=O)c(CCC(=O)N4CCC(C(=O)O)(c5ccccc5)CC4)c(C)c3cc12	-2	-4	0	3	-11	4	11	6	-3
CCC(=O)Nc1ccc(NC(=O)CSc2nnc(-c3ccco3)n2C)cc1	7	-1	-2	1	0	6	-9	13	0
CC(C)c1ccc(NC(=O)CSc2n[nH]c(=O)n2Cc2ccco2)cc1	.	0	-2	.	-4	.	-27	3	1
O=C(CNC(=S)N(CCCN1CCOCC1)Cc1cccs1)NC1CC1	0	2	3	-7	-11	23	-6	-7	-1
CNC(=O)c1cc2c(=O)n3cc(C)ccc3nc2n(C(C)C)c1=N	4	3	5	6	0	-1	8	5	5
Cc1ccc(Cn2c(N3CCCCCC3)nc3c2c(=O)[nH]c(=O)n3C)cc1	3	-2	-2	28	-4	-7	9	4	0
O=C(CNC(=O)c1ccco1)OC(C(=O)c1ccccc1)c1ccccc1 (stereo unspecified)	3	2	1	6	-5	5	-8	-9	8
CC(C)(C)c1nnc(NC(=S)Nc2ccccc2)s1	10	-1	-3	4	0	-7	-2	-1	-1
COCCN(CCOC)C(=O)c1c[nH]c2ccc(S(=O)(=O)N(C)c3ccc(F)cc3)cc2c1=O	6	-1	3	-10	3	-11	8	-18	2
Cc1ccc(S(=O)(=O)NCCNC(=O)c2nonc2N)cc1	2	-1	-10	0	2	3	-6	-1	-3
C=CCn1c(N)c(C(=O)N2CCOCC2)sc1=S	5	0	1	-1	5	0	2	-4	4
O=C(CN1CCN(c2ccccn2)CC1)Nc1ccccc1C(=O)Nc1ccccc1	-4	-1	3	-4	-2	1	-1	7	-6
COC(=O)c1cnn2c3c(c(C)nc12)CCCC3	2	-8	-2	3	4	8	4	-2	6
Cc1cccc2cc(C#N)c(SCC(=O)Nc3ccccc3N3CCOCC3)nc12	0	-2	-10	-9	-6	1	23	4	-4
Cc1cc(C)nc(-n2ncc(C#N)c2N)n1	1	5	4	-4	2	-5	2	-3	-4
NC(=O)c1c(NC(=O)c2cnccn2)sc2c1CCCC2	-3	2	2	4	-10	6	9	-23	-1
COc1cc(C(=S)N2CCOCC2)cc(OC)c1OC	7	-2	-2	4	4	1	-3	-3	3
CC1CCCC(NC(=O)C2CCC(CNc3c(N4CCCC4)c(=O)c3=O)CC2)C1C (stereo unspecified)	4	0	0	-5	0	5	-2	3	1
O=C(Nc1ccon1)Nc1ccc(Cl)cc1Cl	9	-5	2	-2	2	-3	-12	-10	-4
Cc1cc(Br)ccc1SCC(=O)OCC(=O)Nc1ncc(C(F)(F)F)cc1Cl	11	-3	0	0	-10	-3	-10	0	8
Cc1c(Cl)cccc1NC(=O)[C@@H](NC(=O)c1ccccc1Cl)C(C)C	1	1	-1	1	2	4	-2	4	9
CC(=O)N(Cc1cccnc1)Cc1cc2ccc(C)cc2[nH]c1=O	-7	-1	1	-6	-2	-2	14	10	2
N#Cc1ccccc1OCC(=O)OCC(=O)NC1CCS(=O)(=O)C1 (stereo unspecified)	1	2	2	-15	.	0	2	13	3
COc1ccc(-n2c(C)cc(/C=C3/SC(=O)N(CC(=O)N4CCOCC4)C3=O)c2C)cc1	6	3	1	3	-5	6	20	2	6

Reformatted with values under each structure: 5 of the compounds above.
Each structure is followed by: PAFAH1B2 inh | LYPLA1 inh | LYPLA2 inh | PAFAH2 FP inh | EBNA-1 inh | PAFAH1B3 FP inh | PREPL inhibitor | ZTA counter | pPAFAH inh
> CC(=O)N(Cc1cccnc1)Cc1cc2ccc(C)cc2[nH]c1=O
  -7 | -1 | 1 | -6 | -2 | -2 | 14 | 10 | 2
> NC(=O)c1c(NC(=O)c2cnccn2)sc2c1CCCC2
  -3 | 2 | 2 | 4 | -10 | 6 | 9 | -23 | -1
> CC(C)(C)c1nnc(NC(=S)Nc2ccccc2)s1
  10 | -1 | -3 | 4 | 0 | -7 | -2 | -1 | -1
> Cc1c(Cl)cccc1NC(=O)[C@@H](NC(=O)c1ccccc1Cl)C(C)C
  1 | 1 | -1 | 1 | 2 | 4 | -2 | 4 | 9
> CCN(c1ccccc1)S(=O)(=O)c1ccc(Cl)c(C(=O)N2CCCC2)c1
  4 | 1 | 4 | 6 | . | 6 | 3 | -18 | 3

More entries follow:
SMILES	PAFAH1B2 inh	LYPLA1 inh	LYPLA2 inh	PAFAH2 FP inh	EBNA-1 inh	PAFAH1B3 FP inh	PREPL inhibitor	ZTA counter	pPAFAH inh
Cc1ccc(OCC(=O)N(Cc2ccc(N(C)C)cc2)C2CCS(=O)(=O)C2)cc1C (stereo unspecified)	3	-1	0	1	3	1	28	2	-3
C[C@H](CO)N1C[C@H](C)[C@@H](CN(C)C(=O)Nc2ccc3c(c2)OCO3)Oc2ccc(NS(=O)(=O)c3cn(C)cn3)cc2C1=O	10	.	.	1	.	8	17	.	4
COc1ccc(C(=O)Oc2ccc(/C=N/NC(=O)c3ccccc3OC)cc2[N+](=O)[O-])cc1	1	0	8	-4	10	-6	14	-21	-1
O=C(N/N=C/c1cc2c(cc1[N+](=O)[O-])OCO2)c1cccnc1	1	4	4	1	-7	8	-2	-6	10
O=C(Cn1nnc(-c2ccccc2)n1)NNC(=O)c1cccc([N+](=O)[O-])c1	1	-2	2	-8	13	-2	6	9	8

High-throughput results deposited in PubChem by The Scripps Research Institute Molecular Screening Center.
